PhoP GFP inhibition: PhoP regulon inhibitors, Salmonella typhi PhoP promoter GFP reporter, confirmatory (AID 1850); Salmonella Typhi PhoP-promoter GFP reporter, fluorescence, 4 h; higher % means a stronger effect; inhibition, % at 50 µM, or IC50 in µM where a hit was titrated; actives 0.33% (n = 310,000); in the data active = a potency from the dose series; inconclusive = inhibition mostly from about 25% at the one dose, without a potency; inactive = the rest, 99 in 100 with inhibition below about 19%;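 also: 0% = induced wells with vehicle and 100% = uninduced wells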
H37Rv inhibition: M. tuberculosis growth inhibition, HTS (AID 449762) | actives 0.59% (n = 330,000) | inhibition, % at 25 µM, or IC50 in µM where a hit was titrated | M. tuberculosis H37Rv growth inhibition, 7H9 media; higher % means a stronger effect; in the data active = a potency from the dose series; inconclusive = inhibition above about 70% without an active follow-up result;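 also: bacterial growth assessed after seven days of incubation; strong numbers were not always called active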
inhibitors of VEEV: inhibitors of VEEV TC-83 cytopathic effect, confirmation, Vero cells (AID 588727); actives 0.13% (n = 350,000); Vero cells, VEEV TC-83 cytopathic effect inhibition; higher % means a stronger effect; inhibition, % at 20 µM; hits with a dose series show IC50 in µM; in the data active = a potency from the dose series; inconclusive = inhibition mostly from about 14% at the one dose, without a potency; inactive = the rest, 99 in 100 with inhibition below about 12%; also: strong numbers were not always called active
tuberculosis growth: growth inhibition of non-replicating M. tuberculosis (AID 488890). actives 0.39% (n = 320,000). Mycobacterium tuberculosis non-replicating, growth inhibition; higher % means a stronger effect. inhibition, % at 25 µM; hits with a dose series show IC50 in µM; in the data active = a potency from the dose series; inconclusive = inhibition mostly from about 82% at the one dose, without a potency; inactive = the rest, 99 in 100 with inhibition below about 76%;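 also: plate controls were DMSO cells for no effect and high antibiotic wells for full effect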
H1N1 NS1A inhibition: H1N1 influenza NS1A inhibitors, functional cell based assay (AID 504329). NS1A functional cell-based assay, percent inhibition; higher % means a stronger effect. inhibition, % at 12.5 µM; hits with a dose series show IC50 in µM. actives 0.3% (n = 340,000); in the data active = a potency from the dose series; inconclusive = inhibition above about 27% without an active follow-up result; also: strong numbers were not always called active
inhibitors of VEEV 10K pilot screen: also measured in inhibitors of VEEV; calls as there; inhibition, %; measured here: 10K pilot screen inhibition
* marks the source's active call; other numbers are inactive results; i = inactive; ? = inconclusive; . = not tested or not shown.

SMILES	PhoP GFP inhibition	H37Rv inhibition	inhibitors of VEEV	tuberculosis growth	H1N1 NS1A inhibition	others
COn1c(=O)c(-c2cccs2)[n+]([O-])c2ccccc21	-8.8%	0.5%	1.3%	?	1.5%
CC(C)CCn1c(SCc2ccc(Cl)cc2)nc2c1c(=O)[nH]c(=O)n2C	-17.8%	2.0%	i	22.0%	0.7%
O=C1c2cc(F)ccc2-n2c1nc1ccccc1c2=O	-6.7%	?	i	?	-4.8%
CCc1ccc(NC(=O)Nc2cnccn2)cc1	-5.9%	-20.0%	3.2%	-8.2%	-13.6%
O=C(Nc1c(C(=O)O)oc2ccc(Br)cc12)c1ccccc1	-4.8%	7.4%	1.8%	43.7%	-8.8%
COC(=O)C1=Nc2ccccc2/C1=C\c1c(O)n(-c2cc(OC)ccc2OC)c(=O)[nH]c1=O	-1.1%	-5.0%	1.5%	14.2%	-1.2%
CCOc1ncccc1C(=O)Nc1ccccc1C(=O)NCc1ccc2c(c1)OCO2	-8.3%	-1.6%	6.8%	8.4%	9.2%
CN(CC(=O)Nc1ccccc1Br)C(=O)COc1cccc2c1OC(C)(C)C2	7.1%	-0.8%	2.6%	-16.9%	-2.6%
CCOC(=O)C(C)n1cnc2scc(-c3ccc(C)cc3)c2c1=O (configuration not stated)	-4.9%	0.9%	2.0%	?	-1.8%
COc1cc(/C=N/NC(=O)Cn2nnc3ccccc32)ccc1O	1.3%	4.9%	3.0%	-7.5%	3.9%	inhibitors of VEEV 10K pilot screen=0.4
Cc1cccc(C)c1NC(=O)c1cc(-c2ccccn2)nc2ccccc12	16.8%	2.7%	7.2%	12.4%	5.3%
O=C(N=C1SC2CS(=O)(=O)CC2N1c1ccc(Br)cc1)C1CCCO1 (configuration not stated)	4.1%	-2.7%	i	-4.8%	-1.4%
O=C(NCCCn1ccnc1)/C(=C\c1cccnc1)NC(=O)c1ccco1	-6.5%	-1.9%	0.7%	6.4%	0.8%
O=C(NN=C1CCCC1)c1cc(Cl)cc(Cl)c1O	6.0%	7.3%	0.1%	32.0%	-4.7%
CC1CCc2sc(C(=O)NCc3ccc(F)cc3)cc2C1 (configuration not stated)	7.1%	-5.0%	0.9%	55.0%	0.3%
CCOC(=O)N1CCN(C(=O)c2ccccc2NC(C)=O)CC1	6.4%	7.2%	1.4%	3.4%	8.7%
CCCN(CCC)S(=O)(=O)c1ccc(C(=O)Nc2nc(-c3ccccc3)c(C(=O)OCC)s2)cc1	-5.4%	-5.3%	2.2%	10.4%	-2.7%
COC(=O)c1ccc(NC(=O)C2CCN(C(=O)c3cc(OC)c(OC)c(OC)c3)CC2)cc1	-5.3%	6.2%	1.9%	25.0%	4.9%
CCCN1C(=O)/C(=C/c2ccc(N3CCCC3)c(C)c2)NC1=S	-0.5%	60.6%	4.7%	26.2%	-0.5%
Cc1ccc(C2c3c(C)nn(-c4ccc([N+](=O)[O-])cc4)c3N=C3C(=O)Nc4ccccc4N32)cc1 (configuration not stated)	-8.4%	?	.	79.0%	.
CCc1ccc(-n2c(SCC(=O)Nc3ccc(C(=O)O)cc3)nnc2-c2ccncc2)cc1	4.1%	0.7%	.	15.2%	.
O=C(Nc1cc(Cl)ccc1Cl)N1CCN(C(=O)Nc2cc(Cl)ccc2Cl)CC1	.	.	i	.	9.9%
O=S(=O)(c1ccc(Br)cc1)c1cnc2ccccc2n1	-4.1%	?	?	?	8.6%
CCC(O)CNc1nc(SC)nc2sc3c(c12)CCN(C)C3 (configuration not stated)	25.2%	-11.8%	i	11.6%	22.2%
CN(C(=O)COC(=O)c1cccc(NS(=O)(=O)c2ccc(F)c(F)c2)c1)C1CCS(=O)(=O)C1 (configuration not stated)	3.6%	-4.0%	1.6%	8.0%	3.0%

(more compounds)
SMILES	PhoP GFP inhibition	H37Rv inhibition	inhibitors of VEEV	tuberculosis growth	H1N1 NS1A inhibition	others
NC(=O)c1ccccc1NC(=O)N1CCOCC1	-3.4%	4.3%	0.8%	2.6%	0.3%
Cc1ccc(SCC(=O)N/N=C/c2ccco2)cc1	-5.0%	-1.7%	i	75.9%	-3.6%
CN(Cc1ccccc1)C(=O)C1CCN(S(C)(=O)=O)CC1	-0.2%	-4.1%	0.7%	-6.2%	-1.3%
CC(C)(C)NC(=O)CSc1nc2cc(S(=O)(=O)N3CCCCC3)ccc2o1	.	4.1%	4.3%	12.5%	-20.4%
COC(=O)[C@@H]1C[C@@]2(O)[C@@H](O)[C@@H](O)[C@@H](O)C[C@H]2N1CC1CCCCC1	-4.0%	-6.4%	i	-5.8%	-4.2%	inhibitors of VEEV 10K pilot screen=0.5
COc1cc(CN2CCC(Oc3cc(C(=O)NC4CC4)ccc3OC)CC2)cc(OC)c1	3.7%	9.0%	0.6%	-5.3%	9.7%
Cc1ccc(N/N=C/c2c(C)c(C#N)c(=O)n(C)c2O)cc1C	.	.	8.3%	.	18.4%
CCOc1ccccc1N(CC(=O)Nc1ccccc1C(=O)N1CCOCC1)S(C)(=O)=O	-0.1%	-14.3%	1.2%	-10.6%	-12.1%
CCOC(=O)c1cc(-c2cccnc2)nn1-c1ccccn1	6.1%	-1.9%	0.2%	-8.1%	-2.8%
O=C(CCN1CCOCC1)Nc1cccc(Br)c1	5.4%	-3.1%	i	-4.8%	-4.5%
COc1cc(/C=C(\C#N)C(=O)NCC2CCCO2)ccc1OCCC(C)C (configuration not stated)	2.5%	11.1%	0.7%	38.1%	-14.1%
COc1cccc(-c2nc(CS(=O)(=O)CC(=O)NCCCN3C(C)CCCC3C)c(C)o2)c1 (configuration not stated)	-4.2%	-0.1%	2.9%	-1.1%	11.4%
CCCCNC(=O)c1c(CSc2ccc(Cl)cc2)noc1C(=O)NCc1ccccc1	-2.8%	8.5%	i	5.4%	8.9%
O=C(COc1ccc(Br)cc1CO)Nc1ccccc1F	12.6%	4.1%	1.2%	38.3%	-3.8%
S=C(Nc1ccccc1)Nc1ccc2cn[nH]c2c1	2.8%	-0.2%	13.5%	79.0%	19.3%
Cc1c(NS(=O)(=O)c2cc(C(=O)N3CCCC(C)C3)ccc2Cl)c(=O)n(-c2ccccc2)n1C (configuration not stated)	.	-0.5%	1.4%	-1.0%	3.0%
O=C(Nc1nc2ccc(Cl)cc2s1)c1cccc(N2C(=O)CCC2=O)c1	2.6%	-0.4%	0.8%	-9.2%	-0.3%
CCCCn1c(CN2CCOCC2)nc2c1c(=O)n(C)c(=O)n2C	-8.9%	-6.8%	7.9%	-15.6%	4.8%
COc1ccc(CCNC(=O)C2CCN(c3nccc(C)n3)CC2)cc1	1.7%	2.0%	i	14.2%	-12.6%
COc1ccc(COC(=O)C2=C(C)NC(=O)NC2c2ccc(F)cc2)cc1 (configuration not stated)	-5.0%	4.9%	7.0%	31.4%	2.9%
CCNC(=S)NNC(=O)c1cc(-c2ccccc2C)nc2ccccc12	2.6%	8.3%	2.0%	51.6%	1.8%
N#CC1=C2SCN(c3ccccc3)CN2C(=O)CC1c1cccs1 (configuration not stated)	-2.0%	-5.2%	1.3%	1.6%	-3.0%
Cc1csc(Nc2ccc(Cl)cc2)[n+]1-c1ccc(Cl)cc1	7.0%	-4.1%	1.9%	35.2%	6.1%
CCCCOC(=O)c1ccc(NC(=O)c2c(O)[nH]c(=O)[nH]c2=O)cc1	-12.9%	9.3%	0.5%	77.5%	3.1%
O=c1cc(-c2ccccc2Cl)oc2ccc([N+](=O)[O-])c(O)c12	-9.6%	11.9µM*	i	1.59µM*	11.7%

Additional records
SMILES	PhoP GFP inhibition	H37Rv inhibition	inhibitors of VEEV	tuberculosis growth	H1N1 NS1A inhibition	others
O=C(NCCCN1CCOCC1)c1cc(-c2ccccc2)on1	-0.6%	-6.1%	0.5%	-1.5%	7.3%
O=C(COC(=O)[C@H](Cc1ccccc1)NC(=O)c1ccco1)Nc1ccccc1	.	3.0%	2.3%	10.4%	-5.6%
O=C(c1cc(-c2ccccc2)on1)N1CCCC1	-9.9%	1.3%	0.4%	66.3%	8.8%
O=S(=O)(NC(CO)Cc1ccccc1)c1ccc(Br)cc1F (configuration not stated)	.	.	0.3%	.	-5.4%
COCCNC(=O)c1onc(CSc2ccc(F)c(F)c2)c1C(=O)NCCOC	12.8%	-6.9%	0.6%	-9.5%	-3.3%
CCOc1ccccc1-n1c(=S)sc2c(=O)n(-c3ccccc3)c(=S)[nH]c21	-5.3%	-13.1%	3.3%	6.8%	1.7%
CCCc1cc(=O)[nH]c2nnc(SCC(=O)NC3CCCCC3)n12	-5.0%	-3.4%	2.3%	-1.8%	-2.6%
Cc1cc(C)nc(Nc2n[nH]c(-c3ccccc3Cl)n2)n1	3.4%	-0.4%	2.2%	-0.1%	-11.7%
O=C(CCC1CCCC1)N1CCN(S(=O)(=O)Cc2ccccc2)CC1	-0.1%	-13.4%	0.2%	1.4%	-5.2%
CC1(CC(=O)O)C(=O)N=C2C=CC=CN21 (configuration not stated)	.	.	i	.	-6.8%
O=C(OCc1cncs1)c1ccccc1	-2.9%	4.5%	1.7%	51.8%	0.2%
COc1ccc(NC(=O)c2cc(=O)c3ccccc3o2)cn1	-4.1%	-3.1%	7.5%	-5.1%	0.0%
Cc1cccc(NC(=O)/C(C#N)=C/c2ccccc2Cl)n1	-5.8%	-1.4%	i	-12.1%	-8.9%
O=C1N/C(=N/S(=O)(=O)Cc2ccccc2)S/C1=C/c1ccc2c(c1)OCO2	0.2%	-7.6%	0.6%	17.5%	-6.7%
COC(=O)c1cc(C(=O)OCC(=O)NC2CCCCCCC2)cc([N+](=O)[O-])c1	.	57.4%	1.2%	78.4%	-0.1%
COc1cc(C2C(C#N)=C(N)Oc3c2oc(CO)cc3=O)cc(OC)c1OC (configuration not stated)	2.4%	-4.0%	2.0%	3.5%	1.5%
CCn1c(CSc2nc3ccccc3s2)nnc1SCC(=O)c1ccc(O)c(O)c1	-4.2%	3.0%	1.7%	-3.0%	-8.5%
Cc1c(OC(C)C(=O)NC(Cc2c[nH]c3ccc(O)cc23)C(=O)O)ccc2c1oc(=O)c1ccccc12 (configuration not stated)	-7.6%	-4.9%	0.3%	-2.4%	8.3%
N#Cc1cc([N+](=O)[O-])ccc1Oc1cccc(/C=N/NC(=O)c2ccc(Cl)cc2)c1	-17.6%	6.3%	2.3%	6.0%	-2.4%
Brc1cccc(-c2nnco2)c1	0.9%	-7.2%	2.6%	3.0%	5.2%

13 entries from above, arranged by formula weight, largest number first:
SMILES	PhoP GFP inhibition	H37Rv inhibition	inhibitors of VEEV	tuberculosis growth	H1N1 NS1A inhibition	others
N#Cc1cc([N+](=O)[O-])ccc1Oc1cccc(/C=N/NC(=O)c2ccc(Cl)cc2)c1	-17.6%	6.3%	2.3%	6.0%	-2.4%
CCOc1ccccc1-n1c(=S)sc2c(=O)n(-c3ccccc3)c(=S)[nH]c21	-5.3%	-13.1%	3.3%	6.8%	1.7%
O=C1N/C(=N/S(=O)(=O)Cc2ccccc2)S/C1=C/c1ccc2c(c1)OCO2	0.2%	-7.6%	0.6%	17.5%	-6.7%
COC(=O)c1cc(C(=O)OCC(=O)NC2CCCCCCC2)cc([N+](=O)[O-])c1	.	57.4%	1.2%	78.4%	-0.1%
O=S(=O)(NC(CO)Cc1ccccc1)c1ccc(Br)cc1F (configuration not stated)	.	.	0.3%	.	-5.4%
COc1cc(C2C(C#N)=C(N)Oc3c2oc(CO)cc3=O)cc(OC)c1OC (configuration not stated)	2.4%	-4.0%	2.0%	3.5%	1.5%
O=C(CCC1CCCC1)N1CCN(S(=O)(=O)Cc2ccccc2)CC1	-0.1%	-13.4%	0.2%	1.4%	-5.2%
O=C(NCCCN1CCOCC1)c1cc(-c2ccccc2)on1	-0.6%	-6.1%	0.5%	-1.5%	7.3%
Cc1cccc(NC(=O)/C(C#N)=C/c2ccccc2Cl)n1	-5.8%	-1.4%	i	-12.1%	-8.9%
O=C(c1cc(-c2ccccc2)on1)N1CCCC1	-9.9%	1.3%	0.4%	66.3%	8.8%
Brc1cccc(-c2nnco2)c1	0.9%	-7.2%	2.6%	3.0%	5.2%
O=C(OCc1cncs1)c1ccccc1	-2.9%	4.5%	1.7%	51.8%	0.2%
CC1(CC(=O)O)C(=O)N=C2C=CC=CN21 (configuration not stated)	.	.	i	.	-6.8%

Screening data deposited in PubChem BioAssay by Southern Research Specialized Biocontainment Screening Center.
